Screening data from PubChem.
NOD2-RIPK2 inh = NOD2-RIPK2 protein interaction inhibition; O43353; CHO BLA complementation NOD2-RIPK2, CCF4 ratio; inhibition, % at 4.98 µM; actives 0.38% (n = 360,000); AID 624267; in the data active = inhibition above about 21%;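 note: 0% = vehicle only and 100% = reference blocker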
Target sequence (O43353 whole entry, looked up): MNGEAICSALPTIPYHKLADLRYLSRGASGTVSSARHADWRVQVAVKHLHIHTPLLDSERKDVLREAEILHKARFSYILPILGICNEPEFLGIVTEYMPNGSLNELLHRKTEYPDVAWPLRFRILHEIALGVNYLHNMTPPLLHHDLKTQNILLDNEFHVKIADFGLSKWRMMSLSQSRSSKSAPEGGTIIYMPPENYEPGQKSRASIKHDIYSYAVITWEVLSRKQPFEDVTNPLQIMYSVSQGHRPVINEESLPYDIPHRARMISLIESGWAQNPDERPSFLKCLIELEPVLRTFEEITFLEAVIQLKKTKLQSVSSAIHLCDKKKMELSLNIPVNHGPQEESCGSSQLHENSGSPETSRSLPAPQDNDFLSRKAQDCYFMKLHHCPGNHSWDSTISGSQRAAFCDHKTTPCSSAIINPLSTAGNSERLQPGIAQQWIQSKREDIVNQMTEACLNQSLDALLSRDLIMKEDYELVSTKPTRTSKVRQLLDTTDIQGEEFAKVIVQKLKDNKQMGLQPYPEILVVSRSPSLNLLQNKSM
ABCB6 inh 2 = blocks the human ABCB6 transporter; Q9NP58; K562-ABCB6 porphyrin accumulation, flow cytometry, 1 h; hits give low values; fluorescence ratio to DMSO, % at 10 µM; actives 0.19% (n = 360,000); AID 602162;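 active = fluorescence ratio to DMSO below 75%, the collection mean minus 3 SD; inconclusive = too few cells collected in the well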;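 note: signal is porphyrin accumulated inside mitochondria; 100% equals median channel fluorescence of DMSO control wells; lower ratio means ABCB6 inhibition with less porphyrin fluorescence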
MC4R ag barr = activates human MC4R beta-arrestin recruitment | activation, % at 8.9 µM | U2OS MC4R beta-arrestin complementation, luminescence; percent of melanotan II response, DMSO zero | actives 0.98% (n = 360,000) | P32245;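 active = activation above a per-plate cutoff, the mean activation of sample wells on that plate plus 3 SD, cut at about 8% in these data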
Target sequence (P32245 whole entry, looked up): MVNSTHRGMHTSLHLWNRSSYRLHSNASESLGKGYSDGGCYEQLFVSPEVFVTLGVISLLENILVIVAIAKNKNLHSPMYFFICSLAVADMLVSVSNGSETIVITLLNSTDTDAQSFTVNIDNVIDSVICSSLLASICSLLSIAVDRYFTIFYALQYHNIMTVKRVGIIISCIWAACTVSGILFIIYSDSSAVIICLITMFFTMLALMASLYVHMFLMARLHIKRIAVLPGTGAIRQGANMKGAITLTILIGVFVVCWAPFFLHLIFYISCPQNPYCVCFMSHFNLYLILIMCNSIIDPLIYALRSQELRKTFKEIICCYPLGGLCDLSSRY
HTR2A ag = mouse HTR2A agonism via beta-arrestin recruitment; activation, % at 7.6 µM; actives 0.66% (n = 360,000); CHO-K1 mHTR2A beta-arrestin complementation, luminescence; percent of 30 µM serotonin response; AID 624169; P35363;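 active = activation above a run cutoff, the mean activation of all tested compounds plus 3 SD, cut at about 14% in these data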;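 note: 0% = plate median of compound wells and 100% = 30 µM serotonin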
Glyco luc inh = blocks N-linked glycosylation in D54 reporter cells. reporter increase, % at 12.5 µM. actives 0.23% (n = 360,000). D54 ERlucT glycosylation luciferase reporter, 24 h; percent of 100 nM tunicamycin response. AID 588692;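 active = mean luciferase reporter signal, scaled so untreated is 0 and the glycosylation-blocking control 100, at or above a set limit in every replicate; inconclusive = mean reaches the limit but not every replicate does; inactive = mean below the limit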;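 note: luciferase carries N-glycosylation sites so blocking glycosylation raises the light; 0% = median of neutral control wells and 100% = median of 100 nM tunicamycin wells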
MC4R antagonist = human MC4R antagonism in cAMP assay | P32245 | MC4R-expressing cells, MTII-stimulated cAMP, LANCE TR-FRET | inhibition, % at 6.5 µM | actives 0.48% (n = 360,000);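 active = inhibition above its plate's cutoff, the mean of tested wells on that plate plus 3 SD, cut at about 29% in these data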;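 note: 0% = Melanotan II alone and 100% = Melanotan II plus saturating MCL0020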
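Assay system: human MC4R-expressing U2OS cells; reagent: Melanotan II stimulation of cells; dosing: 6.5 µM single dose; timing: compound 30 min, challenge 1 h, detection 1 h; signal: TR-FRET cAMP assay; replicates: one well per compound, no replicates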
TLR9-MyD88 inh = TLR9-MyD88 interaction inhibition; actives 0.21% (n = 340,000); CHO BLA complementation TLR9-MyD88, CCF4 FRET ratio; inhibition, % at 4.98 µM; AID 504734;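 active = inhibition above the mean over all tested compounds plus 3 SD, cut at about 21% in these data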;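 note: 0% = DMSO only wells and 100% = clavulanate BLA inhibitor control wells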
H9c2 protect = myocardial damage modulation in H9c2 cells. H9c2 cardiomyocytes, H2O2 injury protection, ATPLite, 2 h. AID 588492. protection from H2O2 cell death, % at 20 µM. actives 0.63% (n = 360,000);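 active = compounds giving at least 50% protection of heart cells from peroxide-induced death in the single-dose screen, raw or plate-pattern-corrected value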;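 note: 0% = DMSO wells with peroxide and 100% = DMSO wells without peroxide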
SRC2 inh = inhibits human steroid receptor coactivator 2; Q15596; HEK293 GAL4-SRC2 luciferase reporter, luminescence; inhibition, % at 9 µM; actives 0.17% (n = 370,000); AID 651957;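 active = inhibition above the mean inhibition of all tested compounds plus 3 SD, set per campaign, cut at about 52% in these data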;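 note: 0% = DMSO treated cells and 100% = cells given Gossypol at 36 µM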
ABHD5-PLIN5 inh = blocks binding of human ABHD5 to perilipin-5. Q00G26+Q8WTS1. Split G. princeps luciferase complementation, luminescence, 4 h. inhibition, % at 4 µM. actives 0.78% (n = 360,000). AID 602281;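 active = inhibition above the mean inhibition across every tested compound plus 3 SD, cut at about 22% in these data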;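 note: 0% = DMSO only wells and the 100% control is not disclosed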
An asterisk follows results filed as active; u = inconclusive; x = no result given; & = joins results of further samples. A portion of the library; rates above refer to the full screens.

cpd	molecule	NOD2-RIPK2 inh	ABCB6 inh 2	MC4R ag barr	HTR2A ag	Glyco luc inh	MC4R antagonist	TLR9-MyD88 inh	H9c2 protect	SRC2 inh	ABHD5-PLIN5 inh
1	CC(C)(C)NC(=O)C(c1cc2ccccc2o1)n1c(-c2ccc(-c3ccccc3)cc2)nc2ccccc21 (stereo not given)	-8	x	x	-2	x	x	x	x	-54	2
2	CC(C)CCOc1ccc(C(=O)C[N+]2(C)CCOCC2)cc1	1	97	-2.1	0	1	-4	-1	2	-10	1
3	O=C(NC1CCCC1)C1c2ccccc2OCC(=O)N1Cc1cccnc1 (stereo not given)	-7	104	x	6	x	x	x	x	13	11
4	S=c1[nH]nc(-c2ccccn2)n1/N=C/c1ccco1	-4	94	1.7	2	1	9	x	-1	-10	1
5	COc1ccc(N(CC(=O)N2CCC(Cc3ccccc3)CC2)S(C)(=O)=O)cc1	-4	93	3.8	0	-3	0	5	-1	19	3
6	C=CCN(C(=O)c1ccc2snnc2c1)c1ccccc1	2	101	-1.6	-2	-2	5	-9	0	2	-3
7	CCCC/C(O)=C/c1nc2ccccc2[nH]c1=O	-10	98	-1.1	0	1	3	-4	8	8	7
8	Cc1ccc(CC2CC(=O)N(c3nc(C)cc(C)n3)C2=O)cc1 (stereo not given)	2	100	-2.2	4	2	-5	-7	-11	-2	-9
9	Cc1cc(C)cc(NC(=O)C(OC(=O)c2sccc2C)c2ccccc2)c1 (stereo not given)	2	99	1.6	-7	-3	4	-5	0	20	-10
10	COc1ccccc1/C=C(/C(=O)OCC(=O)Nc1ccccc1C(C)C)c1ccccc1	-5	95	1.0	2	-2	5	7	-4	7	-6
11	N#C/C(=C\c1ccc(N2CCOCC2)o1)C(=O)N1CCOCC1	-7	97	2.2	2	1	-19	5	2	-14	13
12	CC(C)(C)OC(=O)N1CCN(Cc2ccc(F)c(B(O)O)c2)CC1	-22	98	1.0	11	2	-3	2	12	5	13
13	COc1cc(C)nc(N(C)C(C)=O)n1	8	95	-1.5	3	2	-1	-7	-6	-5	6
14	COc1cc(C(C)=O)ccc1OCC(O)CNCC(O)c1ccccc1 (stereo not given)	-13	99	-0.8	1	2	1	-12	-1	-25	-3
15	CCOc1nc2ccccc2cc1/C=C/C(=O)O	3	100	-3.5	0	-2	-1	3	19	-7	-10
16	Cc1cc(C)cc(NC(=O)CCn2c(=O)c3cccn3c3ccccc32)c1	3	96	-2.7	-5	20	-6	-6	3	-4	-2
17	O=C(CN(Cc1ccc(Cl)c(Cl)c1)S(=O)(=O)c1ccccc1)N/N=C\c1ccc2c(c1)OCO2	0	95	0.6	0	-5	10	-4	-25	x	-4
18	O=C(COc1ccccc1)NC(=S)Nc1ccc(Br)cn1	-7	95	0.8	1	3	-2	x	4	3	-1
19	Brc1ccc(-c2cnnc(N3CCCC3)n2)cc1	5	156	-0.6	6	2	21	0	-4	-21	8
20	CC(=O)Nc1ccc(NC(=O)COC(=O)CCNS(=O)(=O)c2c(Cl)cccc2Cl)cc1	-13	98	1.4	-7	1	-4	-7	0	8	-12
21	O=C(Nc1cccc(F)c1)/C(=C\c1ccco1)NC(=O)c1cccs1	6	99	-1.4	-2	0	-3	-5	5	-15	1
22	CCCCCCCCCCOC(=O)Cn1c(COc2ccc(OC)cc2)[n+](C)c2ccccc21	5&9	78&91	35*	2&4	19&16	8&-2	-6&-1	-20&-18	x	18&21
23	O=C(NC(=S)Nn1cnc2c(cnn2-c2ccccc2)c1=O)c1ccc(Cl)cc1	-2	91	-3.9	42*	3	5	-2	-3	9	-2
24	CC(=O)Nc1ccc(S(=O)(=O)N(C)CC(=O)Nc2ccccc2N2CCOCC2)cc1	-1	90	0.3	9	0	18	-2	13	-10	-5
25	COc1ccc(NC(=O)C2CCCN(C)C2)cc1OCC(C)C (stereo not given)	8	89	-2.1	3	-1	-2	1	-3	-9	-2

Filtered by structure, the compounds so far containing a tert-butyl group.
cpd	molecule	NOD2-RIPK2 inh	ABCB6 inh 2	MC4R ag barr	HTR2A ag	Glyco luc inh	MC4R antagonist	TLR9-MyD88 inh	H9c2 protect	SRC2 inh	ABHD5-PLIN5 inh
1	CC(C)(C)NC(=O)C(c1cc2ccccc2o1)n1c(-c2ccc(-c3ccccc3)cc2)nc2ccccc21 (stereo not given)	-8	x	x	-2	x	x	x	x	-54	2
12	CC(C)(C)OC(=O)N1CCN(Cc2ccc(F)c(B(O)O)c2)CC1	-22	98	1.0	11	2	-3	2	12	5	13

The list goes on:
cpd	molecule	NOD2-RIPK2 inh	ABCB6 inh 2	MC4R ag barr	HTR2A ag	Glyco luc inh	MC4R antagonist	TLR9-MyD88 inh	H9c2 protect	SRC2 inh	ABHD5-PLIN5 inh
26	COc1ccc(N2CCN(S(=O)(=O)CCNC(=O)COc3ccc(Cl)cc3)CC2)cc1	-13	97	-1.5	2	-1	-4	1	0	-26	8
27	Cc1ccc(S(=O)(=O)n2nnc3ccccc32)c(C)c1C	-2	91	0.2	1	3	15	5	3	-9	-7
28	O=Cc1cn(CCC(=O)O)nc1-c1cccc2ccccc12	-22	99	-0.5	4	1	10	1	5	18	2
29	COc1cc(-c2coc3c(C(=O)NCc4cccc(Cl)c4)cccc23)ccc1O	1	97	-0.3	-6	4	13	x	-8	-2	-7
30	COc1ccc(CNc2nn3c(-c4cccc(C(=O)N(C)C)c4)cnc3s2)cc1	-7	94	0.5	-2	-10	-40	x	76*	23	12
31	O=C(NCc1ccco1)c1cc(S(=O)(=O)N2CCOCC2)c(Cl)cc1Cl	4	101	-1.5	-2	-2	1	-10	-4	2	-1
32	Cc1nc2c(OCc3ccc(OC(F)F)cc3)cccn2c1N(C)C(=O)CCC1CCCC1	-4	99	0.8	-6	-2	14	x	-18	-11	10
33	O=C(c1ccc2[nH]c3c(c2c1)CCCC3)N1CCN(c2ccc(F)cc2)CC1	11	103	-1.9	0	-2	0	1	13	10	-5
34	Clc1cccc(Nc2nc(-c3cccnc3)cs2)c1	-5	95	0.1	-6	2	18	6	-15	-54	-6
35	CCCCn1c(NC(=O)C2CCCCC2)nc2ccccc21	-4	96	0.2	3	5	-1	-1	48	-4	-2
36	CCCc1nc2oc3c(NCC4CCCO4)ncnc3c2c2c1COC(C)(C)C2 (stereo not given)	-5	98	-1.8	-1	-2	6	-2	22	0	-5
37	COCCn1nnnc1CN1CCC(Cc2ccccc2)CC1	0	97	-1.5	-3	-2	8	0	0	19	8
38	COc1ccccc1N1CCN(c2cc(N3CCCC3)nc(C)n2)CC1	-12	95	-2.8	1	-2	10	8	3	16	16
39	CCCCOC(=O)Cn1c(=O)oc2ccc(C)cc21	-12	97	-0.3	2	3	3	-5	9	13	-7
40	O=C(Nc1cc(C(F)(F)F)ccc1N1CCOCC1)c1cnccn1	-8	103	2.3	5	5	3	1	-6	-4	0
41	C/C(Cl)=C\Cn1c(Nc2ccc(C)cc2)nc2c1c(=O)n(C)c(=O)n2C	-6	95	2.3	6	-4	12	1	22	-5	6
42	COc1ccc(S(=O)(=O)N2CCCCCC2)cc1C(=O)N(C)CCOc1ccccc1	6	98	1.3	-9	0	11	-1	4	1	-7
43	Cc1ccc(/C=C2\SC(=S)N(CCCC(=O)Nc3cccc(C(=O)O)c3)C2=O)cc1	0	95	-3.4	2	2	1	0	-2	14	-1
44	CCc1ccc(S(=O)(=O)N2CCN(c3ncccn3)CC2)cc1	-7	94	-1.4	-8	-3	5	-4	-2	11	0
45	COC(=O)c1ccccc1NC(=O)c1ccc2c(c1)OCCO2	4	90	6.4	3	-1	10	-1	-1	-50	-4
46	CC1(C)CC(=O)C=C(Nc2cccc(C(F)(F)F)c2)C1	5	98	-0.6	-5	2	8	x	-1	9	-3
47	CN(C)CCCNS(=O)(=O)c1ccc(Cl)s1	-7	u	-2.5	-4	1	6	-8	-3	-13	-1
48	O=C(NCCc1ccccc1)c1oc2ccccc2c1COc1ccccc1	2	100	0.1	-8	-9	23	6	-4	-28	-8
49	COc1ccc(NS(=O)(=O)c2cc(NC(=O)C3=NN(c4ccccc4)C(=O)CC3)ccc2OC)cc1	-2	95	-0.8	5	0	8	-1	22	-6	7
50	C#CC(C)OCC1CNC(=S)O1 (stereo not given)	-6	97	-1.1	2	0	-4	3	-5	-56	8
51	COC(=O)c1cc(-c2c[nH]c3ccccc23)n[nH]1	-8	99	0.4	7	2	0	6	-8	-38	1
52	CC1=C(C(=O)OC(C)C)[C@@H](c2ccc(C)o2)NC(=O)N1	-7	106	-1.5	-6	2	-3	-5	-2	-8	3

A draw from above in order of heavy-atom count, ascending:
cpd	molecule	NOD2-RIPK2 inh	ABCB6 inh 2	MC4R ag barr	HTR2A ag	Glyco luc inh	MC4R antagonist	TLR9-MyD88 inh	H9c2 protect	SRC2 inh	ABHD5-PLIN5 inh
52	CC1=C(C(=O)OC(C)C)[C@@H](c2ccc(C)o2)NC(=O)N1	-7	106	-1.5	-6	2	-3	-5	-2	-8	3
31	O=C(NCc1ccco1)c1cc(S(=O)(=O)N2CCOCC2)c(Cl)cc1Cl	4	101	-1.5	-2	-2	1	-10	-4	2	-1
42	COc1ccc(S(=O)(=O)N2CCCCCC2)cc1C(=O)N(C)CCOc1ccccc1	6	98	1.3	-9	0	11	-1	4	1	-7
